Assay outcomes from PubChem BioAssay.
Nrf2 inh – Nrf2 pathway inhibition; A549 ARE-Fluc reporter, luciferase luminescence, 18-24 h; Potency, µM (titrated, usually from 46 µM), without a hit: at the top dose activity change, negative = inhibition, most hits filed as inhibitors; 360,000 compounds, 2.1% hits; AID 504444; also: potency is read from the fitted curve at half-maximal effect; % is scaled to controls: 0 for no effect and ±100 for the full control effect; nearly all actives have a fitted effect of over 60% in size
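Concentration-response testing used A549 ARE_Fluc cells at 5000 cells/well. Following an 18-24 h compound incubation, viability was read by fluorescence (Ex 405/Em 525) and luciferase output by luminescence.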
ATXN2 expr inh – ATXN2 expression inhibition; 360,000 compounds, 0.72% hits; HEK-293 ATXN2-luciferase reporter, luminescence, 24 h; Potency, µM (series often up to 57 µM), for the others: at the top dose activity change, negative = inhibition, hits mostly inhibitors; AID 1745845; also: potency is read from the fitted curve at half-maximal effect; % is scaled to controls: 0 for no effect and ±100 for the full control effect; nearly all actives have a fitted effect of over 55% in size
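ATXN2-luciferase reporter cells (luciferase flanked by upstream and downstream ATXN2 gene portions) were treated 24 h at 37 °C with compounds at up to 57 uM. SteadyGlo luminescence gave expression; GF-AFC fluorescence gave viability.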
A549 viability – A549 cytotoxicity, counter-screen for Nrf2 inhibitors. A549 ARE-Fluc cells, CellTiter-Fluor viability, 18-24 h. Potency, µM (doses to about 46 µM), without a hit: at the top dose activity change, negative = cytotoxicity, usual class: inhibitors. 390,000 compounds, 0.16% hits. AID 504648; also: potency is read from the fitted curve at half-maximal effect; % is scaled to controls: 0 for no effect and ±100 for the full control effect
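A549 ARE_Fluc cells in 5% FBS OPTI-MEM were exposed to compounds in concentration-response for 18-24 h at 37 deg C. Viability was read by CellTiter-Fluor fluorescence (Ex 405/Em 525) after 30 min, before the luciferase read.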
HepG2 tox – HepG2 cytotoxicity, counter-screen for TGF-b inhibitors; HepG2 CAGA-GFP viability, ATP luminescence, 18 h; Potency, µM (titrated, usually from 46.1 µM), for inactives: at the highest dose activity change, negative = cytotoxicity, actives largely listed as cytotoxic; 410,000 compounds, 0.76% hits; AID 588856; also: potency is read from the fitted curve at half-maximal effect; some results filed as inactive show a strong effect at the top dose
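CellTiter-Glo luminescence gave cytotoxicity after 18 hours at 37 degrees C. The cells were HepG2 CAGA-GFP in 1% FBS DMEM, stimulated with 500 pg/mL TGF-beta after compound addition. %Activity was normalised to no-cell wells (complete cell-killing) and DMSO (no toxicity), and curves were fitted and classified.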
EPAC2 ag – EPAC2 (human) agonism | Q8WZA2 | EPAC2 activation, biochemical qHTS; response scale: 100% = 6.5 mM cAMP response | Potency, µM (series often up to 154 µM), without a hit: at the top dose activation, usual class: activators | 360,000 compounds, 0.079% hits | AID 720711; also: potency is read from the fitted curve at half-maximal effect; nearly all actives have a fitted effect of over 50% in size
Target sequence (Q8WZA2 whole entry, looked up): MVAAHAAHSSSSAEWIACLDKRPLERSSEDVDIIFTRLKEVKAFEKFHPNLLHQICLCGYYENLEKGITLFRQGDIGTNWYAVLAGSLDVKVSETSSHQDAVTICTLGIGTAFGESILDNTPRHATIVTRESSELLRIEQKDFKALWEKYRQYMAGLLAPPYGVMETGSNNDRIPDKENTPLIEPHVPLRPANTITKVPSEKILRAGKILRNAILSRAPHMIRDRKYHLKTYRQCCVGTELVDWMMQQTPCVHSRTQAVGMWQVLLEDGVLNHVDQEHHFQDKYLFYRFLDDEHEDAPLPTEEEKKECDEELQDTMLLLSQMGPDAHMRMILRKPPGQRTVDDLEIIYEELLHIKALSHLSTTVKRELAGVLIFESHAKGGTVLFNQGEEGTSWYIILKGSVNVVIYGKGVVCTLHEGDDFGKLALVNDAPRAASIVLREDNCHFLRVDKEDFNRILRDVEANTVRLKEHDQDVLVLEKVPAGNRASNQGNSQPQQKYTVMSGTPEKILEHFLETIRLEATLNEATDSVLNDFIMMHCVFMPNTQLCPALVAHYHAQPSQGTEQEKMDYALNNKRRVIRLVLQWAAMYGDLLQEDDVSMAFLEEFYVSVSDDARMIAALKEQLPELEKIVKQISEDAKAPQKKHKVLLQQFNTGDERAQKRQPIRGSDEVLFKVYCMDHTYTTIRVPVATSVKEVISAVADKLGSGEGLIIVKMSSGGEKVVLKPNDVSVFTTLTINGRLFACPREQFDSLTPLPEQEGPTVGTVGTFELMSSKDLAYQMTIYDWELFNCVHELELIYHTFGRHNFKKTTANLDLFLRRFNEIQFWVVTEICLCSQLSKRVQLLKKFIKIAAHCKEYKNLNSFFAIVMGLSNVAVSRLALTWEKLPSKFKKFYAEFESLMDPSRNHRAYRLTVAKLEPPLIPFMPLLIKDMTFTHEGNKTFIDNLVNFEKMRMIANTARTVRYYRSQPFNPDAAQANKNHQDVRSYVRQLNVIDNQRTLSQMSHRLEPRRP
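In this primary screen, activation is scored as increased exchange of BODIPY-GDP from Rap1B by 100 nM EPAC2, with 50 uM GDP as competitor. Signal is normalized to the 6.5 mM cAMP agonist control.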
IL-2 act – activates IL-2 in a cell-based reporter assay; IL-2 activation reporter assay, cell-based qHTS; stimulated with anti-CD3/CD4/CD28 beads; in transgenic mouse T cells; activation, % (series mostly up to about 46 µM); 360,000 compounds, 0.065% hits; AID 652025; in the data active = activation above about 50%; inconclusive = mostly about 30% to 49%; also: 0% is about no effect
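Screening format: compound pinned onto unstimulated transgenic mouse T cells, 60 min incubation, then anti-CD3/anti-CD4/anti-CD28 bead stimulation for 18 hours at 37 degrees C, followed by EGFP and DsRed detection.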
ATXN viability – reduces viability in counter-screen for ATXN expression inhibitors. S2 cells (HEK-293 line with an ATXN2-luciferase reporter) viability, CellTiter-Fluor protease fluorescence, 24 h. Potency, µM (titrated, usually from 56.7 µM), actives largely listed as cytotoxic. 400,000 compounds, 0.49% hits. AID 651635; also: potency is read from the fitted curve at half-maximal effect; nearly all actives have a fitted effect of over 40% in size
TGFb inhibitor – inhibitors of TGF-b signaling. 410,000 compounds, 1.2% hits. AID 588855. Potency, µM (series often up to 46.1 µM), for the others: top-dose activity, negative = inhibition, hits mostly inhibitors. HepG2 CAGA-GFP TGF-b/SMAD3 reporter, GFP fluorescence, 18 h; TGF-beta stimulated, 500 pg/mL final; also: potency is read from the fitted curve at half-maximal effect; % is scaled to controls: 0 for no effect and ±100 for the full control effect; nearly all actives have a fitted effect of over 65% in size
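Inhibition of TGF-beta-driven CAGA-GFP reporter expression in HEPG2 cells is measured by cellular GFP fluorescence after 18 h stimulation with 500 pg/mL recombinant TGF-beta in 1% FBS medium at 37 degrees C.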
Nrf2 activator – activators of Nrf2 (ARE) signaling. AREc32 ARE-luciferase reporter (MCF7-derived line), luminescence, 24 h. 410,000 compounds, 0.31% hits. AID 624171. Potency, µM (doses to about 46.1 µM), for inactives: at the top dose activation, actives largely listed as activators; also: potency is read from the fitted curve at half-maximal effect; % of control where 0% means no effect; nearly all actives have a fitted effect of over 65% in size
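ARE activation measured as luciferase luminescence (Steady-Glo, 30 min RT) in AREc32_Fluc cells after 24 hr compound exposure at 37 deg C, 5% CO2; cells seeded overnight at 1000/well in OPTI-MEM, 5% FBS.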
Active calls of the source: *; i = inactive; ? = inconclusive; . = not tested or not shown; [ ] = another dose, or the depositor's remark. Unless noted, calls follow the shape of the dose curve; as a rule, active = well fitted curve in the direction sought with a large enough effect; inconclusive = small, poorly fitted or top-dose-only effect, or another doubt; inactive = no such curve, though single readings can be large; an effect the other way counts as inactive or inconclusive.

SMILES	Nrf2 inh	ATXN2 expr inh	A549 viability	HepG2 tox	EPAC2 ag	IL-2 act	ATXN viability	TGFb inhibitor	Nrf2 activator
CC1CCN(S(=O)(=O)c2ccc3c(c2)N(CC(=O)NC(C)c2ccccc2)C(=O)CS3)CC1 (stereo not given)	0%	12%	-4%	-27%	.	.	i	?	0.1%
Nc1nc(Sc2ccc(C(F)(F)F)cn2)n[nH]1	23%	6%	0%	2%	-9%	0.0	i	8%	0.5%
COc1ccccc1NS(=O)(=O)c1cc([N+](=O)[O-])ccc1N/N=C/c1sc(N2CCOCC2)nc1-c1ccccc1	-26%	-8%	?	11%	11%	4.1	i	53%[activator]	-0.6%
COc1ccccc1NS(=O)(=O)c1ccc(C(=O)N2CCN(c3ccccc3O)CC2)cc1	-6%	2%	-2%	-1%	-4%	-4.7	i	-18%	-0.5%
CCOc1cc(C(=O)OCC(=O)c2c(C)[nH]c3ccccc23)ccc1OCC(=O)N1CCOCC1	-16%	-3%	4%	1%	-1%	-1.8	i	-22%	-0.2%
COc1ccccc1CNCc1ccc(C)cc1	13%	-17%	-1%	0%	0%	-0.5	i	0%	-0.1%
Cc1ccc(/C=C/C(=O)Nc2ccc(S(=O)(=O)Nc3onc(C)c3C)cc2)cc1	-10%	-2%	3%	14%	11%	2.4	i	4%	-0.1%
Cc1ccc(C(=O)OCC(=O)NCc2cccs2)cc1C	14%	11%	1%	6%	-13%	-0.5	i	-8%	4.0%
Cc1ccc(Cl)cc1N1CCN(C(=O)CN2C(=O)CSc3c2c(C)nn3-c2ccccc2)CC1	10%	-2%	3%	5%	.	.	i	?	-1.0%
COC(=O)C1=C(C(=O)OC)C(c2ccccc2O)c2sc(=O)[nH]c2S1 (stereo not given)	-3%	6%	0%	-15%	10%	-0.2	i	10%	?
Cc1cc(SCC(=O)NC2(C#N)CCCCC2)nc2c(C)cccc12	-1%	10%	-6%	11%	10%	-2.3	i	22%	0.1%
O=S(=O)(Cc1ccccc1)Nc1ccc(S(=O)(=O)N2CCCC2)cc1	6%	3%	1%	-52%	6%	-2.2	i	-4%	0.2%
Cc1nc(N2CCCCC2)c2c(C)c(C(=O)Nc3ccccc3C(F)(F)F)sc2n1	-26%	-6%	14%	0%	1%	-2.9	i	-18%	1.8%
CCc1nn(CC(=O)NCCc2ccc(OC)cc2OC)c(=O)c2cc3sccc3n12	3%	.	11%	-9%	.	.	.	?	2.4%
CCCCn1c(=O)[nH]c(=O)c2c1nc(-c1ccccc1F)n2Cc1ccccc1	-1%	-23%[2.22 µM]	-2%	-19%	-4%	-1.7	?	13%	4.4%
Cc1ccc(NC(=O)COC(=O)CCn2c(C)csc2=O)cc1S(=O)(=O)N1CCOCC1	2%	-2%	-2%	4%	3%	-0.5	i	18%	-0.9%
O=C(COc1ccccc1)N(Cc1cccnc1)c1nc2c(F)cccc2s1	.	.	0%	-16%	.	.	.	?	6.1%
CCc1ccc(NS(=O)(=O)c2cc(Br)cc3c2N(C(C)=O)CC3)cc1	11%[9.27 µM]	1%	1%	3%	.	.	i	-8%	-0.1%
C/C(=N\Nc1ncc(Cl)cc1Cl)c1ccc(OC(F)F)cc1	?	9%	0%	-19%	3%	-1.0	i	-26%	4.9%
CCOc1ccc(/C=N/Nc2nc(=O)[nH]nc2C)cc1OC	1%	.	-4%	-34%	10%	1.3	i	-1%	3.7%
N#Cc1cccc(NC(=O)COc2ccc(-n3ccnc3)cc2)c1	?	-15%	.	-7%	-3%	-3.1	i	-20%	0.8%
Cc1nnc2ccc(Oc3ccc(-c4ccccc4)cc3)nn12	?	-5%	1%	-27%	7%	-0.4	?	-5%	1.7%
COc1ccc(-c2ccc(C(=O)Nc3ccccc3)c3occc23)c(C)c1	.	45%[activator]	.	-24%	8%	-0.7	i	-13%	2.4%
O=C1NC(=S)S/C1=C\c1cc(Cl)ccc1Cl	?	9%	?	-19%	-11%	-4.5	i	?	2.6%
O=C(/C=C/c1cccs1)Nc1ccc([N+](=O)[O-])cc1	8%	23%	-3%	-30%	18%	1.0	i	0%	0.9%[9.22 µM]

Next structures follow:
SMILES	Nrf2 inh	ATXN2 expr inh	A549 viability	HepG2 tox	EPAC2 ag	IL-2 act	ATXN viability	TGFb inhibitor	Nrf2 activator
COc1ccc(/C=N/NC(=O)c2ccc3nc[nH]c3c2)cc1	3%	6%	-2%	-3%	10%	2.6	i	4%	-0.4%
COc1ccc(CNC(=O)CCc2c(C)nn(-c3ccc(N4CCOCC4)nn3)c2C)cc1	?	4%	1%	-2%	.	.	i	12%	-0.5%
O=C(CCc1nnc2ccc(N3CCCC3)nn12)Nc1ccc(F)cc1F	2%	.	-4%	-6%	3%	-0.2	i	0%	-1.0%
CC(/C=N/NC(=O)Cn1cnc2ccccc21)=C\c1ccccc1	?	-16%	1%	-41%	7%	-4.3	i	?	-0.4%
CN(Cc1ccccc1)C(=O)COc1ccc(Br)cc1Cl	2%	12%	2%	-10%	15%	-3.7	i	2%	-0.8%
CCc1ccc(CNc2ncnc3onc(-c4ccc(Cl)cc4)c23)cc1	5%	5%	3%	-5%	.	.	i	-7%	0.3%
Cc1cc(Cl)ccc1NC(=O)CCCn1nc(C)c2c(C)n(-c3ccccc3)nc2c1=O	?	-6%	-6%	-5%	.	.	i	23%	0.0%
COc1cccc(C(=O)Nc2c[nH]c(=O)[nH]c2=O)c1	-7%	-7%	1%	-3%	-1%	-1.0	i	2%	0.3%
CC(=O)N1CCN(C(=O)CNc2cc(C(F)(F)F)ccc2OCC(F)(F)F)CC1	18%	5%	-1%	7%	-5%	-0.2	i	2%	0.2%
Cc1ncc(C(O)c2ccc(N(C)C)cc2)n1Cc1ccccc1 (stereo not given)	.	.	.	0%	5%	-0.9	i	-13%	0.8%
CCN(CC(=O)Nc1c(F)cccc1F)C(=O)CCc1nc2cc(S(=O)(=O)N(C)C)ccc2n1CC	2%	15%	-3%	3%	2%	-3.2	i	4%	0.1%
COc1ccc(CC(=O)N/N=C/c2cccnc2)cc1OC	-14%	-11%	3%	20%	9%	-2.6	i	-1%	-0.6%
CC(C)CNC(=O)c1cccc(Cn2cc(Cl)cn2)c1	-9%	4%	-4%	-45%	-6%	1.0	i	0%	-0.3%
CCC(=O)N1CCCC(C(=O)Nc2nc3ccccc3n2C)CC1 (stereo not given)	.	8%	.	9%	5%	-0.3	i	14%	-0.4%[9.22 µM]
O=C(COC(=O)c1nc(Cl)ccc1Cl)Nc1ccc2c(c1)OCO2	17%	-15%[11.3 µM]	-3%	10%	4%	2.2	i	-7%	3.0%
O=C(O)CCN1C(=O)c2ccncc2C1=O	2%	3%	5%	1%	10%	-0.7	i	8%	-0.8%
CCC(C)c1ccccc1NC(=O)COC(=O)c1ccc2c(c1)S(=O)(=O)c1ccccc1C2=O (stereo not given)	1%	14%	-3%	-17%	1%	2.4	i	4%	-0.2%
CC1CC(C)CN(S(=O)(=O)N2CCCC(C(=O)NC3CCCCC3C)C2)C1 (stereo not given)	14%	-6%	6%	-2%	2%	12	i	-5%	-0.4%
Cc1ccc2c(CN(C)Cc3ccccc3)cc(=O)oc2c1C	?	203%[activator]	-1%	1%	8%	-6.9	.	-6%	0.1%
COc1ccc(NC(=O)C2C(=O)N(CCO)C3(C)CC2c2ccccc2O3)cc1 (stereo not given)	?	33%	8%	15%	4%	1.0	i	9%	0.8%

Taken from the listing for reference:
SMILES	Nrf2 inh	ATXN2 expr inh	A549 viability	HepG2 tox	EPAC2 ag	IL-2 act	ATXN viability	TGFb inhibitor	Nrf2 activator
COc1ccc(CNC(=O)CCc2c(C)nn(-c3ccc(N4CCOCC4)nn3)c2C)cc1	?	4%	1%	-2%	.	.	i	12%	-0.5%
O=C(CCc1nnc2ccc(N3CCCC3)nn12)Nc1ccc(F)cc1F	2%	.	-4%	-6%	3%	-0.2	i	0%	-1.0%
CC(/C=N/NC(=O)Cn1cnc2ccccc21)=C\c1ccccc1	?	-16%	1%	-41%	7%	-4.3	i	?	-0.4%
CN(Cc1ccccc1)C(=O)COc1ccc(Br)cc1Cl	2%	12%	2%	-10%	15%	-3.7	i	2%	-0.8%
CCc1ccc(CNc2ncnc3onc(-c4ccc(Cl)cc4)c23)cc1	5%	5%	3%	-5%	.	.	i	-7%	0.3%
Cc1cc(Cl)ccc1NC(=O)CCCn1nc(C)c2c(C)n(-c3ccccc3)nc2c1=O	?	-6%	-6%	-5%	.	.	i	23%	0.0%
COc1cccc(C(=O)Nc2c[nH]c(=O)[nH]c2=O)c1	-7%	-7%	1%	-3%	-1%	-1.0	i	2%	0.3%
CC(=O)N1CCN(C(=O)CNc2cc(C(F)(F)F)ccc2OCC(F)(F)F)CC1	18%	5%	-1%	7%	-5%	-0.2	i	2%	0.2%
Cc1ncc(C(O)c2ccc(N(C)C)cc2)n1Cc1ccccc1 (stereo not given)	.	.	.	0%	5%	-0.9	i	-13%	0.8%
CCN(CC(=O)Nc1c(F)cccc1F)C(=O)CCc1nc2cc(S(=O)(=O)N(C)C)ccc2n1CC	2%	15%	-3%	3%	2%	-3.2	i	4%	0.1%
COc1ccc(CC(=O)N/N=C/c2cccnc2)cc1OC	-14%	-11%	3%	20%	9%	-2.6	i	-1%	-0.6%
